PAFAH2 inh – PAFAH2 (human) inhibition. inhibition, % at 3.39 µM. recombinant PAFAH2, FP-rhodamine activity probe, fluorescence polarization. 0.99% of 340,000 active;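 active = inhibition above the mean over all tested compounds plus 3 SD, cut at about 30% in these data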;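 note: inhibitors block probe labeling of enzyme so polarization drops; 0% = enzyme with DMSO and 100% = wells lacking PAFAH2 protein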
LYPLA2 inh – LYPLA2 (human) inhibition in PME1 counter-screen | O95372 | recombinant LYPLA2, FP-Rh probe fluorescence polarization | 0.38% of 320,000 active | inhibition, % at 5.9 µM;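 active = inhibition above the screen-wide mean plus 3 SD, limit set per campaign, cut at about 26% in these data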;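 note: 0% = LYPLA2 with DMSO and 100% = wells lacking LYPLA2 enzyme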
Target sequence (O95372 whole entry, looked up): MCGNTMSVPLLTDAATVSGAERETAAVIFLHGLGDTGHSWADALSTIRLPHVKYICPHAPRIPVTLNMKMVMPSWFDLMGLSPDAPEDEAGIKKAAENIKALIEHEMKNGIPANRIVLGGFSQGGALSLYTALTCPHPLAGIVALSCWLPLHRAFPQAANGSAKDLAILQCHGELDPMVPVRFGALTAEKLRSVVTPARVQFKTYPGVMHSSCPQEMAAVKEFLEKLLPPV
LYPLA1 counter – LYPLA1 (human) inhibition in PME1 counter-screen. O75608. recombinant LYPLA1, FP-Rh probe fluorescence polarization. inhibition, % at 5.9 µM. 0.16% of 320,000 active. AID 2174;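 active = inhibition above the mean of all tested compounds plus 3 SD, set per campaign, cut at about 14% in these data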;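 note: inhibitors block serine hydrolase probe labeling of LYPLA1 so polarization falls; 0% = enzyme with DMSO and 100% = wells lacking LYPLA1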
ZTA DNA inh – blocks Epstein-Barr virus ZTA, an EBNA-1 counter-screen; ZTA-DNA binding, fluorescence polarization; inhibition, % at 11 µM; 0.15% of 320,000 active; in the data active = inhibition above about 33%
PREPL inh – human PREPL enzyme inhibition | inhibition, % at 5.96 µM | 0.68% of 320,000 active | recombinant PREPL, fluorescence polarization activity-based probe | Q4J6C6; in the data active = inhibition above about 43%;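 note: 0% = enzyme with DMSO and 100% = wells lacking enzyme; many of its hits are not listed in these tables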
Target sequence (Q4J6C6 whole entry, looked up): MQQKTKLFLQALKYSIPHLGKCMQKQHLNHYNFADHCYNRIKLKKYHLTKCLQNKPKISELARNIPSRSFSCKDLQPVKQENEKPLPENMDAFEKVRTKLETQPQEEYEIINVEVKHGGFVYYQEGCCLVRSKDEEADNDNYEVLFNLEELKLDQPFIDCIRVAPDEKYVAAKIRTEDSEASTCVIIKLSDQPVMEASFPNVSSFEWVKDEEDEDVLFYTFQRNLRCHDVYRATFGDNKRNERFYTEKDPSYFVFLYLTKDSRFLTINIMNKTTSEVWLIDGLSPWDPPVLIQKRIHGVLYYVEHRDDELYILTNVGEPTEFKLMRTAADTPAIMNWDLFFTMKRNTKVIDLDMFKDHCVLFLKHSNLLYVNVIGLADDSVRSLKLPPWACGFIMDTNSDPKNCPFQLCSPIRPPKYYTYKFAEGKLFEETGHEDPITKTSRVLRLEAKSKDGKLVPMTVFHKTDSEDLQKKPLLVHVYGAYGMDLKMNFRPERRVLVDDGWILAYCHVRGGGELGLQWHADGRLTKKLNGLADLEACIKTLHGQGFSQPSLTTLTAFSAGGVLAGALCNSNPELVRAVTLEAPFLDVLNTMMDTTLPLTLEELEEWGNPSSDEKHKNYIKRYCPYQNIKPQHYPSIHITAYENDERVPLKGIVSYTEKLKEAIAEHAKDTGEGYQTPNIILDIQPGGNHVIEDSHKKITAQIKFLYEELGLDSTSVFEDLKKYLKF
EBNA-1 inhibitor – blocks EBNA-1 binding to DNA; EBNA-1 DNA binding, fluorescence polarization; inhibition, % at 14.8 µM; 0.34% of 300,000 active; in the data active = inhibition above about 28%
PAD4 FP inh – blocks human protein arginine deiminase 4; Q9UM07; 0.41% of 330,000 active; recombinant PAD4, RCA probe fluorescence polarization; inhibition, % at 6.36 µM;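 active = percent inhibition above a cutoff equal to the mean of all tested compounds plus 3 SD, cut at about 15% in these data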;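 note: 0% = PAD4 with RCA probe and DMSO and 100% = probe without PAD4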
PAFAH1B3 FP inh – inhibitors of human PAFAH1B3; inhibition, % at 3.39 µM; recombinant PAFAH1B3, FP-rhodamine probe, fluorescence polarization; AID 492972; 0.28% of 340,000 active; Q15102;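 active = inhibition above the screen-wide average of all tested compounds plus 3 SD, cut at about 25% in these data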;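 note: 0% = enzyme with DMSO only and 100% = wells lacking PAFAH1B3 protein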
GSTO1 counter – blocks human GSTO1 in RBBP9 counter-screen. inhibition, % at 5.96 µM. 1.1% of 300,000 active. AID 1974. recombinant GSTO1, activity-based probe fluorescence polarization;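 active = inhibition above the campaign mean inhibition plus 3 SD, cut at about 35% in these data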;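 note: 0% = GSTO1-1 with DMSO and 100% = wells lacking GSTO1-1 enzyme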
Numbers without * were called inactive; · = no result given. This is a subset; count on the stated rates, not on these rows.

compound,PAFAH2 inh,LYPLA2 inh,LYPLA1 counter,ZTA DNA inh,PREPL inh,EBNA-1 inhibitor,PAD4 FP inh,PAFAH1B3 FP inh,GSTO1 counter
CC(=O)N1CCOc2ccc(S(=O)(=O)NCCc3ccccc3)cc21,3,-5,2,12,-11,10,-2,3,17
COc1cccc(/C=N/Nc2nc(Nc3ccccc3)nc(-n3nc(C)cc3C)n2)c1O,-7,-36,-37,10,38,-6,1,10,-82
O=C(CNC(=O)c1ccc2c(c1)OCO2)NCCOc1ccc(Cl)cc1,11,·,·,·,-36,·,0,2,·
COC(=O)c1cc(-c2ccc(OC)cc2)n[nH]1,-4,4,1,-22,9,-4,-4,2,0
NS(=O)(=O)c1ccc(NC(=O)c2ccc(S(=O)(=O)N3CCCCCC3)cc2)cc1,1,·,·,·,2,·,2,9,·
COC(=O)N/N=C1\CCCc2c(C)cc(C)cc21,2,0,-2,15,-1,4,5,10,5
COC(=O)c1cc(S(=O)(=O)Nc2cc(OC)cc(OC)c2)cn1C,4,-5,-3,9,-2,9,3,7,5
COc1ccc(OC)c(/C=C2\SC(=S)N(NS(=O)(=O)c3ccccc3)C2=O)c1,10,-6,-5,-3,-8,-2,-1,2,0
CC12C(=O)N(c3ccc(OC(=O)c4ccco4)cc3)C(=O)C1C1c3ccccc3C2c2ccccc21 (configuration not stated),0,2,-1,-6,2,5,1,-4,4
CSc1sc(C(=O)N2CCCCC2)c(-c2cccs2)c1C#N,·,1,2,7,-4,11,-4,·,-9
CC(Oc1ccc(Cl)cc1Cl)c1nc(-c2ccccn2)no1 (configuration not stated),12,11,1,4,-9,5,0,7,-1
COc1cccc(C(=O)Nc2ccccc2N2CCCC2)c1,6,3,3,-2,6,11,1,-4,2
CC(C)C(=O)Nc1nnc(CCc2ccccc2)s1,8,4,-1,-5,6,-8,-1,8,4
Cc1cc(C)n(-c2nc(C)nc(N)n2)n1,-8,-3,-1,-13,8,-6,-6,5,-4
COc1cc(OC)cc(C(=O)Nn2cc(C(=O)N3CCN(C)CC3)c3ccccc3c2=O)c1,-2,-1,0,2,-13,2,-5,-2,0
CN(C(=O)c1cnc2n(c1=O)CCS2)C1CCCCC1,1,3,3,4,5,-3,-4,0,7
COc1ccc(CCNC(=O)c2ccc(=O)[nH]c2)cc1OC,3,-2,-1,-10,-2,-14,-1,13,-2
C[N+](C)(C)CCOC(N)=O,3,-4,-3,-4,11,-4,-3,4,6
COc1ccc(/C=C/C(=O)N(C(C)C)C(C)C)cc1Br,-3,-3,-2,2,15,-3,-8,-3,1
CCOC(=O)c1cc(NC(=O)Nc2nc3ccccc3s2)c(C)nc1C,0,-2,-5,0,-1,5,-3,4,-1

Sorted by the number under PAD4 FP inh (largest number first): some entries from above.
Compound	PAFAH2 inh	PREPL inh	EBNA-1 inhibitor	PAD4 FP inh	PAFAH1B3 FP inh
CCOC(=O)c1cc(NC(=O)Nc2nc3ccccc3s2)c(C)nc1C	0	-1	5	-3	4
CN(C(=O)c1cnc2n(c1=O)CCS2)C1CCCCC1	1	5	-3	-4	0
COc1cc(OC)cc(C(=O)Nn2cc(C(=O)N3CCN(C)CC3)c3ccccc3c2=O)c1	-2	-13	2	-5	-2

Following part:
compound,PAFAH2 inh,LYPLA2 inh,LYPLA1 counter,ZTA DNA inh,PREPL inh,EBNA-1 inhibitor,PAD4 FP inh,PAFAH1B3 FP inh,GSTO1 counter
COc1cc2c(cc1OC)CN(CC(=O)NC(=O)NC1CCCCC1)CC2,2,2,6,-9,2,-5,5,5,3
Fc1ccccc1/C=N/Nc1nc2ccccc2o1,0,-3,-4,4,14,-15,-1,1,2
CCC(C)c1ccccc1NC(=S)Nc1cccnc1 (configuration not stated),-4,4,-3,-2,-3,8,4,5,-1
COc1cccc(CN2CC(C(=O)NC3(c4ccccc4)CC3)CCC2=O)c1 (configuration not stated),5,-1,-4,5,2,6,-3,6,-6
Cc1c(C(=O)N2CCc3ccccc32)oc2ccccc12,-5,3,-4,-7,-11,-9,-2,-1,-9
Brc1ccc(-c2nc3ccccc3s2)s1,-3,-4,-6,1,-1,1,0,-2,-11
Cc1nn2c(-c3ccc(F)cc3)ccnc2c1Cl,6,4,4,0,2,3,2,9,-2
COc1cc2cc(CN(CCc3cccc(C)c3)C(=S)NCCCN(C)C)c(=O)[nH]c2cc1OC,7,4,1,4,24,-2,-9,8,3
Cc1cc(N/C=C\C(=O)c2ccc(Cl)c(Cl)c2)no1,-1,-11,1,-2,-3,20,-9,4,-5
CNC(=O)/C(C#N)=C/c1c(N2CCCCCC2)nc2ccccn2c1=O,0,-7,-6,5,13,-15,-1,-1,4
CCOc1ccc(NC(=O)Nc2c(C)n(C)n(-c3ccccc3)c2=O)cc1,-14,1,0,-3,7,1,4,-1,1
COc1ccc(/C=C/C(=O)OCC(=O)NC2CCCC2)cc1,83*,6,1,-4,16,·,1,-1,·
Cc1ccc(Nc2c(-c3ccccc3O)nc3ncccn23)cc1,2,2,-6,-1,37,4,-1,7,-2
Cc1ccc(-c2n[nH]c(=O)c3ccccc23)cc1S(=O)(=O)NCCO,-5,8,-1,1,9,3,3,7,-3
C=CCNc1nc(-c2ccccc2)c(C(=O)OCC)cc1C#N,-1,-2,3,9,5,-10,5,3,-1
CCC1Oc2ccc(C)cc2N(CC(=O)N2CCOCC2)C1=O (configuration not stated),3,7,1,6,14,-4,0,8,1
CCOC(=O)c1cc(NC(=O)N2CCCCC2)c(C)nc1C,1,-6,-3,3,0,-9,4,6,-3
COC(=O)c1ccc(COC(=O)c2ccc(N(C)C)cc2)cc1,18,3,-4,12,21,0,-3,2,-11
CC12CCC(=O)C=C1CCC1C2C(=O)CC2(C)C1CCC2(O)C(=O)CO (configuration not stated),-1,1,-1,12,3,8,1,15,-2
COc1cccc(C2/C(=C(/O)c3ccc4c(c3)CC(C)O4)C(=O)C(=O)N2c2nnc(C)s2)c1 (configuration not stated),15,-1,-2,-1,-2,-13,1,12,-1
C[C@H](CO)N1C[C@H](C)[C@@H](CN(C)S(=O)(=O)c2ccccc2)Oc2ccc(NC(=O)CCN3CCOCC3)cc2C1=O,-4,·,·,·,9,·,3,8,·
O=C(CCc1ccccc1)OCC(=O)c1ccc([N+](=O)[O-])cc1,13,1,1,-23,1,-14,-6,3,-2
CCn1c(=S)sc2c(=O)n(CC(=O)Nc3ccc(OC)cc3)c(C)nc21,-9,-2,1,-21,8,-4,1,8,11
COc1ccc(OC)c(NC(=O)C(=S)NC2CCCCC2)c1,3,-8,-2,-4,6,-13,-7,11,2
Cc1c(C(=O)N2CCN(c3ccccn3)CC2)oc2ccccc12,5,-3,-1,8,6,13,-1,8,-1
CCN(CC)c1ccc(CNc2ccc3c(c2)ncn3C(C)(C)C)cc1,-1,0,2,-10,48*,1,-3,1,6
COc1ccccc1CNC(=O)CCNS(=O)(=O)/C=C/c1ccc(C)cc1,8,·,·,·,-3,·,-2,14,·
CN(C)CCCn1c(N)c(S(=O)(=O)c2ccccc2)c2nc3ccccc3nc21,·,7,1,3,-5,12,-1,·,-5
CN1C(=O)OC(C)(C)C1=O,-1,6,5,28,-8,6,-1,11,1
Cc1c(NC(=O)COc2cccc3c2OC(C)(C)C3)c(=O)n(-c2ccccc2)n1C,1,6,1,10,2,11,5,5,2
COc1cc(C(=O)Nc2ccc(Nc3ccccc3)cc2)cc(OC)c1OC,1,10,1,6,19,15,-3,11,-4
CCOC(=O)c1cc(C(=O)Nc2ccc(C)c(F)c2)nn1C,-2,-1,-1,-5,2,6,2,2,10
COC(=O)CCC(=O)NNC(=O)c1ccc(Cl)cc1Cl,-9,1,-2,-6,-2,6,-3,-8,5
CCCN(C(=O)CSc1nnc2ccccn12)C1CCS(=O)(=O)C1 (configuration not stated),-2,4,1,4,-2,·,1,-8,·
Cc1cccc(NC(=O)C2CC3CCC2C3)c1C (configuration not stated),-1,-4,-3,13,10,-9,-1,5,2
Cc1nc(SCC(=O)NC2CC2)c2c(C)c(C)sc2n1,-14,1,0,2,9,-3,2,4,-7
O=C(CCn1c(=S)[nH]c2cc3c(cc2c1=O)OCO3)NCc1ccc(Cl)cc1,-1,1,-1,2,9,3,-2,3,7
C=C(C)C(=O)Nc1cccc(C2=NOC3(C2)C[C@@H](C(N)=O)N(C(=O)/C=C/CC)C3)c1 (some centres not stated),-4,-15,-9,-25,-4,6,-3,-9,-6
COc1ccc(CNC(=S)NC2CCCCC2)cc1,8,1,-5,1,-3,-6,-3,8,13
COc1ccc(-c2nnc(SCC#CCO)o2)cc1OC,-2,7,-2,-2,14,-10,-1,1,1
COC(=O)c1sccc1NC(=S)Nc1cccc(F)c1,-6,-4,-1,-2,18,-8,-4,4,-16
O=C1CCC(=O)N1c1ccc(NCCc2cccc(F)c2)c([N+](=O)[O-])c1,2,5,3,3,1,-2,-2,-1,4
CC1=NC(C)Cc2ccccc21 (configuration not stated),0,1,2,5,3,5,-5,3,2
CCc1ccccc1OCC(=O)NNCC(=O)Nc1cccc(C#N)c1,-2,-3,-4,-11,2,·,2,2,·
COc1ccc(CCNC(=O)COC(=O)Cc2ccccc2[N+](=O)[O-])cc1,7,·,·,·,22,·,-5,5,·
O=C(c1ccccc1)c1ccc2nc[nH]c2c1,4,6,0,-12,18,-7,-1,9,2
COCC(C)NS(=O)(=O)c1ccc(NC(=O)c2ccccn2)cc1 (configuration not stated),3,1,2,-7,3,5,0,2,-4
O=C(COC(=O)c1ccc(F)c(S(=O)(=O)N2CCCCC2)c1)NCc1ccc(F)cc1,32*,1,1,-1,-11,-5,-2,7,0
Cc1ccc(CNC(=O)N2CCN(S(=O)(=O)c3ccccc3)CC2)cc1,-8,1,2,5,-4,-10,-6,3,16
Cn1c(=O)c2c(ncn2CC(=O)N/N=C/C=C/c2ccccc2)n(C)c1=O,-2,4,0,7,12,5,-4,0,2

The list continues:
compound,PAFAH2 inh,LYPLA2 inh,LYPLA1 counter,ZTA DNA inh,PREPL inh,EBNA-1 inhibitor,PAD4 FP inh,PAFAH1B3 FP inh,GSTO1 counter
Cc1onc(-c2ccccc2)c1C(=O)NC(=S)NNC(=O)c1ccncc1,-14,-2,1,5,-5,-1,1,6,3
COc1ccc(N2CC(C(=O)OC(C)C(=O)c3ccccc3)CC2=O)cc1 (configuration not stated),-1,3,2,-12,10,-4,2,10,10
O=C(c1ccccc1)N1N=C(c2ccccc2)CC1c1ccccc1[N+](=O)[O-] (configuration not stated),-1,-5,-5,1,8,-9,3,-6,-4
CCn1c(COc2cccc(C)c2)nnc1SCC(=O)NC1CCCC1,-2,-1,1,-2,23,-1,-2,5,9
C[C@H]1CC[C@]2(O[C@@H](CCO)C[C@H](O)[C@H]2O)O1,-13,-2,0,18,-6,9,2,1,7
CC(=O)NNc1cc(C)nc(NS(=O)(=O)c2ccc(C)cc2)n1,-4,0,-1,-8,2,0,4,5,3
C/C(=N\O)c1ccc2c(c1)CC(C)O2 (configuration not stated),0,5,5,-5,4,8,-3,-1,-7
O=[N+]([O-])c1cccc(N=NN(CCO)c2cccc([N+](=O)[O-])c2)c1,8,1,2,-2,52*,-17,-10,15,-4
CCOc1ccc2nc(N3C(=O)C(O)=C(C(=O)c4ccco4)C3c3ccco3)sc2c1 (configuration not stated),17,-6,-4,-5,18,·,-4,0,·
COc1cc(C(=O)NCC(c2ccc(F)cc2)N2CCOCC2)ccc1OCc1ccccc1Cl (configuration not stated),2,-2,-2,0,27,-10,0,2,-3
COCCSc1ccccc1C(=O)N1CCN(c2ccccc2)CC1,-8,8,11,-8,-29,4,3,7,4
CCC(C)c1ccccc1NC(=O)COC(=O)c1ccc(C)c(NC(=O)c2ccco2)c1 (configuration not stated),78*,-3,-2,-18,5,5,0,4,1
COc1ccc(/C(C)=N/NC(=O)CNC(=O)c2cccnc2)cc1,5,3,0,6,10,-7,0,19,8

Bioassay records (PubChem BioAssay)
